GDH-TPI inh: GDH-TPI coupling enzyme inhibitors, primary screen, artefact control for M. tuberculosis FBA inhibitor project, biochemical, absorbance, full deck. actives 1.2% (n = 360,000). GDH-TPI coupled enzyme counterscreen, NADH absorbance. inhibition, % at 4.8 µM; in the data active means inhibition above about 30%;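 further: 0% = DMSO wells and 100% = wells lacking the enzyme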
BH1578 lux ind: inducers of Vibrio cholerae quorum light production without autoinducers, primary screen, BH1578 luxS cqsA deficient, single point | V. cholerae BH1578 lux reporter, luminescence, 6 h | activation, % at 18.7 µM | actives 0.16% (n = 350,000); in the data active means activation mostly above about 9.7%, no sharp cut-off; further: not every result past the cut was called active; inactives centre near 0; reference of the scale not given here
Mtb UGM inh: M. tuberculosis UGM enzyme inhibitors, primary screen, biochemical, fluorescence polarization, single point; actives 0.06% (n = 320,000); inhibition, % at 10 µM; purified UGM, fluorescence polarization probe displacement; in the data active means inhibition above about 10%, passing the limit was not always enough
Target sequence (P9WIQ1 whole entry, looked up): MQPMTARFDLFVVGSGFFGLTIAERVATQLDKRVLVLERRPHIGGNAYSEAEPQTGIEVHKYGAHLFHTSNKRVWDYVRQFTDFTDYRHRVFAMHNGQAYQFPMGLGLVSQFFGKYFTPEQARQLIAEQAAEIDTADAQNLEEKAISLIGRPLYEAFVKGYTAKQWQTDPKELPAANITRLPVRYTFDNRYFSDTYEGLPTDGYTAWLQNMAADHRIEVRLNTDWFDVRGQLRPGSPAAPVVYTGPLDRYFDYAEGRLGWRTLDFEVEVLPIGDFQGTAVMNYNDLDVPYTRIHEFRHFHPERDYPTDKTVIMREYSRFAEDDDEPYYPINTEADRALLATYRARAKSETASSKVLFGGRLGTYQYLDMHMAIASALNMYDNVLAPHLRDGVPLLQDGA
MazEF act: activators of E. coli MazEF toxin-antitoxin RNase, primary screen, biochemical, fluorescence, uHTS. Endoribonuclease toxin MazF (Escherichia coli (strain K12)), P0AE70. FAM/BHQ RNA-DNA oligo cleavage fluorescence, 5 h. activation, % at 20 µM. actives 0.32% (n = 350,000). AID 504720, 2011; in the data active means activation above about 50%
Mtb FBA inh: Mtb FBA enzyme inhibitors, primary screen, biochemical, fluorescence, strain H37Rv; Fructose-bisphosphate aldolase (Mycobacterium tuberculosis (strain ATCC 25618 / H37Rv)), …; purified M. tuberculosis FBA, fluorescence read-out; inhibition, % at 1 µM; actives 2.3% (n = 360,000); AID 588726, 2011; in the data active means inhibition above about 27%;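 further: 0% = vehicle and 100% = reference inhibitor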
PriA SSB inh: inhibitors of Klebsiella pneumoniae PriA binding to SSB C-terminal tail, primary screen, biochemical, AlphaScreen; PriA–SSB C-terminal tail interaction (Klebsiella pneumoniae); AlphaScreen SSBct-PriA binding, biotinylated peptide; inhibition, % at 33 µM; actives 0.6% (n = 430,000); in the data active means inhibition mostly above about 37%, no sharp cut-off; inactive means mostly below about 20%;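 further: plate controls were negative control peptide for no effect and reference peptide for full effect; strong numbers were not always called active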
Mtb BioA inh: M. tuberculosis BioA enzyme inhibitors, primary screen, biochemical, plate reader, single point, HTS; 7,8-diaminopelargonic acid synthase BioA (Mycobacterium tuberculosis); purified M. tuberculosis BioA enzyme; inhibition, % at 9.99 µM; actives 0.096% (n = 360,000); AID 602481, 2012; in the data active means inhibition above about 40%
Rv3671c inh: Rv3671c serine protease inhibitors, primary screen, biochemical, fluorescence polarization, M. tuberculosis H37Rv | inhibition, % at 5.96 µM | actives 0.048% (n = 320,000) | AID 2606, 2010; in the data active means inhibition above about 38%;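 further: extracellular domain of Rv3671c used as enzyme; 0% = enzyme with DMSO and 100% = no enzyme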
Target sequence (P9WHR9 whole entry, looked up, the tested form may be a part): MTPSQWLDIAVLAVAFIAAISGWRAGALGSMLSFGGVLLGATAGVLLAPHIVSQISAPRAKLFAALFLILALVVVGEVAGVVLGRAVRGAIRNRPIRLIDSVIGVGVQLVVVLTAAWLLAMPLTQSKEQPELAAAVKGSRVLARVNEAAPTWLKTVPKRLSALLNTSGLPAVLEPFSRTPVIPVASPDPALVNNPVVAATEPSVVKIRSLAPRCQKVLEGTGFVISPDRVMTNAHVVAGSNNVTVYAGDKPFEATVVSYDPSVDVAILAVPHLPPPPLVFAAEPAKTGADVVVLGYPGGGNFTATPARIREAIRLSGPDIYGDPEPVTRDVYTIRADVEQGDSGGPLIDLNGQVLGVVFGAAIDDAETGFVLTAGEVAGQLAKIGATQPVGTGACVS
3CLpro inhibitor: SARS-CoV 3CLpro protease inhibitors, primary screen, biochemical, quenched FRET; Replicase polyprotein 1ab (Severe acute respiratory syndrome coronavirus), P0C6X7; recombinant SARS-CoV 3CLpro, quenched FRET peptide cleavage; inhibition, % at 6 µM; actives 0.14% (n = 290,000); AID 1706, 2009; in the data active means inhibition above about 12%
VHR inh abs: VHR1 phosphatase inhibitors, primary screen, biochemical, absorbance, uHTS; inhibition, % at 13.3 µM; Dual specificity protein phosphatase 3 (Homo sapiens), P51452; actives 0.52% (n = 290,000); recombinant VHR phosphatase, pNPP absorbance; in the data active means inhibition above about 50%; further: some compounds called inactive have numbers as strong as hits
Target sequence (P51452 whole entry, looked up): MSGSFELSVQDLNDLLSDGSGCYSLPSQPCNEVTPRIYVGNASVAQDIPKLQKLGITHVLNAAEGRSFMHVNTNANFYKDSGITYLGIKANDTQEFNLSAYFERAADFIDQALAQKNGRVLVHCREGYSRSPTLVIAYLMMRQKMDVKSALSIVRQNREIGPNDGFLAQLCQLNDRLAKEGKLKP
Starred values were filed as active, the others as inactive; i = inactive; x = no result given; & = joins results of further samples.

SMILES	GDH-TPI inh	BH1578 lux ind	Mtb UGM inh	MazEF act	Mtb FBA inh	PriA SSB inh	Mtb BioA inh	Rv3671c inh	3CLpro inhibitor	VHR inh abs
Cc1cc(C)c(O)c(-c2cc(C(=O)Nc3c(C)n(C)n(-c4ccccc4)c3=O)[nH]n2)c1	9.1	-3.7	0.3	-7.0	4.2	3.8	-1.4	-11.0	2.8	8.5
COc1cccc(CN(C)CC(O)COc2cc(Cl)ccc2Cl)c1 (centres undefined)	6.9	1.6	-0.4	-3.2	-0.3	-14.1	0.5	9.7	-0.8	-9.3
CCN(CC)C(=O)c1[nH]cnc1C(=O)NCC(=O)OC(C)(C)C	2.2	i	-0.4	-6.8	0.2	8.2	-0.9	3.7	3.2	12.7
CC(C)Cc1nnc(NC(=O)CN2C(=O)NC3(CCCC3)C2=O)s1	13.1	-0.3	3.5	-3.1	-0.5	1.0	x	-0.2	x	x
Cc1ccc(-c2c[n+](CC(=O)Nc3c(C)cccc3C)c3n2CCC3)cc1	-1.5	-0.4	-2.4	2.6	-1.2	-10.9	-4.7	-9.2	0.6	-8.5
CCCCCn1c(=O)c(-c2nc3ccccc3[nH]2)c(O)c2ccccc21	4.4	-0.2	4.7	-10.6	7.8	-7.4	x	-1.1	-4.8	-3.6
Cc1cc(C)nc(SCSc2nc(C)cc(C)n2)n1	-1.5	7.1	x	-0.2	0.8	-3.7	x	x	2.1	-5.4
CC(C)(C)NC(=O)CSc1nnc(C2CC2)n1-c1ccccc1	6.9	-0.6	0.5	-4.5	1.3	-14.4	x	-14.2	1.1	17.4
O=C(O)C1CCCCC1C(=O)NCCCCc1ccccc1 (centres undefined)	4.8	i	0.4	-1.7	0.5	-21.6	-0.4	-5.7	-0.2	-7.3
O=C(Nc1ccccc1)N1CCN(CCc2ccccc2)CC1	1.3	1.4	-1.9	-11.4	0.1	12.2	2.8	1.2	-0.3	21.6
Cc1ccc(-c2ccc(C#N)c(=O)n2CC(=O)N(C)C)cc1	24.9	-0.6	-0.9	8.9	4.2	-2.2	-2.0	1.9	-0.7	3.6
O=c1c2cc(NC(=S)NC3CC3)ccc2nc2n1CCCCC2	5.7	1.3	-0.8	3.7	2.6	-7.1	0.7	9.2	1.1	26.2
COc1ccccc1N(C(=O)c1ccco1)C(C(=O)NC1CCCC1)c1ccncc1 (centres undefined)	2.3	-0.3	2.2	1.6	-0.6	4.7	-0.4	-2.6	5.1	15.8
CCOc1ccccc1NC(=O)COC(=O)C1CCC(=O)N1 (centres undefined)	2.2	i	0.2	0.8	0.7	4.3	1.5	5.9	x	x
Cc1cc(C(=O)Nc2cccc3ccccc23)oc1C	-3.1	0.6	x	5.2	3.8	x	0.1	x	x	x
CCc1c(C)nc(N2CCOCC2)[nH]c1=O	-1.6	0.1	0.8	7.4	1.5	-4.5	-1.1	5.3	-5.4	5.4
COc1ccccc1C(=O)NCCC(=O)NCC1CCCCC1	0.9	1.1	0.8	6.8	-1.2	-15.7	0.2	0.1	x	x
COC(=O)c1ccccc1Sc1c(/C=N/OCc2ccc(Cl)cc2)c(C(F)(F)F)nn1C	-6.9	1.1	-1.1	-4.1	2.5	x	-0.3	-0.7	1.0	17.5
CC(C)(C)CC(=O)Nc1nnc(C(F)(F)F)s1	6.2	-2.0	-3.4	9.0	-0.5	-6.5	1.8	-2.6	-5.3	26.4
CC(Cc1ccccc1)NCCC(c1ccccc1)c1ccccc1 (centres undefined)	9.2	3.6	-0.6	13.2	-1.9	-6.5	0.4	-0.2	x	x

Whole records, quoted from the list. Values in the order: GDH-TPI inh, BH1578 lux ind, Mtb UGM inh, MazEF act, Mtb FBA inh, PriA SSB inh, Mtb BioA inh, Rv3671c inh, 3CLpro inhibitor, VHR inh abs
`Cc1ccc(-c2ccc(C#N)c(=O)n2CC(=O)N(C)C)cc1` across the screens: 24.9, -0.6, -0.9, 8.9, 4.2, -2.2, -2.0, 1.9, -0.7, 3.6
`COc1ccccc1C(=O)NCCC(=O)NCC1CCCCC1` across the screens: 0.9, 1.1, 0.8, 6.8, -1.2, -15.7, 0.2, 0.1, x, x
`CC(C)(C)CC(=O)Nc1nnc(C(F)(F)F)s1` across the screens: 6.2, -2.0, -3.4, 9.0, -0.5, -6.5, 1.8, -2.6, -5.3, 26.4

Further entries
SMILES	GDH-TPI inh	BH1578 lux ind	Mtb UGM inh	MazEF act	Mtb FBA inh	PriA SSB inh	Mtb BioA inh	Rv3671c inh	3CLpro inhibitor	VHR inh abs
O=C(O)CC(NCc1ccco1)C(=O)Nc1cccc(O)c1 (centres undefined)	-7.4	-0.4	-2.5	13.4	-2.8	-10.3	-6.2	8.5	-5.0	4.8
COc1cc(C2Nc3ccccc3C(=O)N2NS(C)(=O)=O)ccc1O (centres undefined)	11.9	i	5.6	2.5	7.7	-3.2	-0.9	10.8	-0.6	13.1
O=C(OCCCc1ccncc1)c1ccc(S(=O)(=O)N2CCOCC2)cc1	6.9	i	0.9	-2.4	-4.7	9.0&-4.1	1.6	5.2	-0.5	18.9
O=C(CSC(=S)N1CCOCC1)Nc1nc(=O)c2ccccc2s1	x	x	5.0	x	x	x	x	-1.8	-0.9	-3.6
O=C1C=C(c2cc3ccccc3s2)C[C@@H](c2ccc3c(c2)OCO3)C1	8.1	-0.7	-1.2	-6.4	-0.1	6.9	-5.1	-8.7	x	x
Cc1ccc2nc(Nc3nc(-c4ccccc4)cc(=O)[nH]3)nc(C)c2c1	16.6	i	-0.1	-152.7	2.3	-18.1	-1.2	0.6	1.5	19.7
CN(CC(=O)Nc1ccc(Cl)c(C(F)(F)F)c1)C(=O)c1ccc2c(c1)NC(=O)CS2	11.8	-2.5	-1.1	-7.7	3.1	5.1	2.6	-21.0	x	x
COc1ccccc1C(=O)NC(=O)COC(=O)/C(=C/c1ccccc1)NC(C)=O	-6.0	-12.5	1.3	6.0	-1.6	-11.2	-1.0	-0.5	-2.3	14.0
CC1CN(c2ncnc3c2c(-c2ccccc2)cn3-c2ccc(F)cc2)CC(C)O1 (centres undefined)	4.9	-0.5	1.1	5.2	-1.3	10.0&14.2	x	0.2	-0.2	15.2
O=C(Nc1ccc(F)cc1F)c1ccc(-n2cccn2)c([N+](=O)[O-])c1	8.7	-0.2	1.2	-0.3	1.7	6.2	x	-1.0	0.8	-11.2
Oc1ccc(/C=N/Nc2cc(N3CCOCC3)nc(N3CCOCC3)n2)cc1O	27.3	-0.3	0.1	3.1	-3.4	x	x	-6.8	-2.4	2.9
CC(C)N1CCN(Cc2nc3ccccc3s2)CC1CCO (centres undefined)	3.3	i	5.5	4.5	2.4	5.0	x	-4.9	0.7	39.3
CN(C)CCNC(=O)C1CC(=O)N(c2ccc(F)c(Cl)c2)C1 (centres undefined)	20.6	-0.4	0.9	3.1	0.9	-3.2	-0.4	2.8	6.0	-8.3
Cc1ccc(S(=O)(=O)NC(=O)C2(C)CCN2C(=O)Cc2ccc(C(C)(C)C)cc2)nc1 (centres undefined)	-0.9	-0.1	x	x	-2.1	x	1.3	x	x	x
CCCC(NCC(O)COc1ccc(-c2ccccc2)cc1)c1ccccc1 (centres undefined)	-3.5	0.9	-1.7	7.5	4.9	0.1	x	1.2	1.6	10.2
COc1ccc(OCc2nn3c(-c4ccccn4)nnc3s2)cc1	9.7	1.7	2.4	-2.1	3.5	-15.3	0.4	-5.9	1.3	12.1
COC(=O)C1=C(C(=O)OC)C2(OC1c1ccc(Br)cc1)C(=O)c1ccccc1C2=O (centres undefined)	8.2	-0.3	1.4	-7.9	0.3	-12.0	0.6	5.2	2.5	35.8
O=C(CSc1nc2ccccc2[nH]1)N/N=C/c1ccco1	-4.5	-2.8	-0.4	1.8	-0.2	x	0.0	-2.4	0.3	33.9
O=C(NCc1ccco1)c1c(F)cccc1Cl	4.7	i	-1.1	2.8	0.5	-10.6	0.1	-1.9	-4.4	1.7
COc1ccc(Sc2cnn(-c3ccccc3)c(=O)c2Cl)cc1	5.8	x	0.1	0.2	-2.2	-4.7	1.1	-12.8	-0.1	13.0

Fetched by compound from above (three):
SMILES	GDH-TPI inh	BH1578 lux ind	Mtb UGM inh	MazEF act	Mtb FBA inh	PriA SSB inh	Mtb BioA inh	Rv3671c inh	3CLpro inhibitor	VHR inh abs
O=C(Nc1ccc(F)cc1F)c1ccc(-n2cccn2)c([N+](=O)[O-])c1	8.7	-0.2	1.2	-0.3	1.7	6.2	x	-1.0	0.8	-11.2
O=C(NCc1ccco1)c1c(F)cccc1Cl	4.7	i	-1.1	2.8	0.5	-10.6	0.1	-1.9	-4.4	1.7
COc1ccccc1C(=O)NCCC(=O)NCC1CCCCC1	0.9	1.1	0.8	6.8	-1.2	-15.7	0.2	0.1	x	x

Further compounds follow.
SMILES	GDH-TPI inh	BH1578 lux ind	Mtb UGM inh	MazEF act	Mtb FBA inh	PriA SSB inh	Mtb BioA inh	Rv3671c inh	3CLpro inhibitor	VHR inh abs
CCC1(CC)NC(=O)N(CC(=O)OC(C)C(=O)Nc2ccc(NC(C)=O)cc2)C1=O (centres undefined)	3.8	-1.4	-1.8	0.8	1.4	-15.8	-1.6	-5.4	x	x
O=C(CN1C(=O)NC2(CCCC2)C1=O)Nc1cc(Cl)ccc1N1CCCCC1	-3.0	-5.3	2.7	2.3	1.4	-11.2	1.8	-5.0	-2.1	18.5
CCCCCCC[C@@H](C/C=C/CCC(=O)N(C)C/C(=C/Cl)C/C(=C\C(=O)N1CC(OC)=CC1=O)OC)OC	8.3	i	3.6	-8.0	-0.6	-14.1	-0.2	-9.5	x	x
O=C(OCc1cc([N+](=O)[O-])cc2c1OCOC2)c1cccnc1SC(F)F	1.1	-0.6	x	0.8	-0.5	-0.1	x	x	x	x
COc1ccc(-n2nnnc2-c2cnc3cc4c(cc3c2C)OCO4)cc1	12.3	-0.4	2.5	-1.4	1.8	-11.8	9.8	4.3	-1.4	37.7
CCCOC(=O)CSc1nc(N)c(C#N)c(CC)c1C#N	11.6	-0.6	-1.5	3.2	3.3	-0.6	-1.9	8.2	-3.2	6.2
COc1ccccc1C(=O)NC(=O)COC(=O)c1ccc(C)o1	4.3	1.7	0.8	1.9	-1.9	-2.1	1.2	-0.8	x	x
CCOC(=O)C1=C(N)OC2=C(C(=O)CCC2)C1c1cccs1 (centres undefined)	0.8	i	-0.3	2.9	-0.1	-10.3	-0.3	-1.4	-0.9	-0.4
Cc1ccc(/C=C2\C(=O)NC(=S)N(c3ccc(F)cc3)C2=O)o1	29.4	-0.4	0.9	17.2	-3.5	-7.8	-3.7	x	6.7	-11.6
Cc1ccc(NNC(=O)c2ccno2)cc1Cl	1.5	i	1.4	-17.2	2.3	-4.5	-0.8	8.0	-3.3	-2.5
CC(C)CCNC(=O)Cc1ccccc1[N+](=O)[O-]	-2.5	i	1.2	1.7	-2.1	5.7	-1.5	-8.6	8.6	-4.2
O=Cc1c(C(=O)O)n(Cc2ccccc2Cl)c2ccccc12	-4.4	-1.5	3.6	-3.2	1.5	-9.2	x	0.2	-2.8	-1.8

These rows are one share of the data; rates above refer to the full screens.
